Giardia killer: kills Giardia lamblia; Giardia lamblia trophozoite viability; activity change, % at 7.66 µM, hits read low; hit rate 0.15% among 340,000; AID 540267; in the data active means activity change below about -80%; inconclusive means between about -30% and that limit;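 further: parasites exposed to compound for two days anaerobically before the ATP read; on the % scale 0 is the no-effect control and ±100 the full control effect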
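Anaerobic 48 hrs incubation at 37 deg C of 100 trophozoites/well with test compounds; ATPLite 1-Step luminescence, 15-30 min RT, reports cellular ATP as viability.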
Rab9 promoter act: activators of Rab9 promoter | Huh7 Rab9 promoter-luciferase reporter, luminescence, 24 h | Potency, µM (series often up to 9.22 µM), for inactives: at the top dose activation, negative = inhibition, usual class: activators | hit rate 2.8% among 320,000 | AID 485297; further: potency means the concentration at half of the fitted maximal effect; % of control where 0% means no effect; nearly all actives have a fitted effect of over 60% in size
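Luciferase signal after 10 min detection reagent at ambient indicates Rab9 promoter upregulation; stably transfected Huh7 cells were treated 24 h with compound in DMSO at 37 °C, 5% CO2.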
RORgamma inh: ROR gamma (mouse) transcription inhibition; P51450; Drosophila S2 Gal4-RORgamma UAS-luciferase reporter, 20 h; Potency, µM (titrated, usually from 53.6 µM), without a hit: at the top dose activity change, negative = inhibition, actives largely listed as inhibitors; hit rate 5.4% among 310,000; further: potency means the concentration at half of the fitted maximal effect; on the % scale 0 is the no-effect control and ±100 the full control effect; nearly all actives have a fitted effect of over 60% in size
Target sequence (P51450 whole entry, looked up, the tested form may be a part): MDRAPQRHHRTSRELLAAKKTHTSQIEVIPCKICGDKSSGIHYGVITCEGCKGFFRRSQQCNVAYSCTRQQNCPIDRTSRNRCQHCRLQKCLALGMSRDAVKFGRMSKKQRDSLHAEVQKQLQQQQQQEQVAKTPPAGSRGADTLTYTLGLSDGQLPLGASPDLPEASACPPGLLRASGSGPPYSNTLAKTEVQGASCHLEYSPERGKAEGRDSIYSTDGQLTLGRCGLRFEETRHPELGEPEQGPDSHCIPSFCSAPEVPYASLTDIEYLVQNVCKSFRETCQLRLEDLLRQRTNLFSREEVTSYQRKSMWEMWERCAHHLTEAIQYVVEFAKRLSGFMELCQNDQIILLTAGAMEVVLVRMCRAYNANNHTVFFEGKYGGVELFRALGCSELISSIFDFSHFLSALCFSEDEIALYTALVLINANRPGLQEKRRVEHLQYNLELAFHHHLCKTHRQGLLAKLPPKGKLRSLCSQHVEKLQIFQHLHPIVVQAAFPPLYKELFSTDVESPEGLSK
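Schneider cells (Drosophila), stable Gal4 DBD–ROR gamma + UAS-luc; 1 hr cmpd preincubation; Cu2+ induction 700 uM final; 20 hr ambient; luminescence.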
NPC1 promoter act: NPC1 promoter activation | Huh7 NPC1 promoter luciferase reporter, 24 h | Potency, µM (titrated, usually from 9.22 µM), for inactives: at the top dose activation, usual class: activators | hit rate 2.4% among 320,000;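 further: potency means the concentration at half of the fitted maximal effect; % of control where 0% means no effect; nearly all actives have a fitted effect of over 60% in size; reporter is driven by a mutant NPC1 promoter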
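Cells: Huh7 expressing luciferase under the NPC1 promoter, 1500/well. Seeded 2 h, compound added, incubated 24 h at 37 °C. Luciferase reagent, 10 min ambient, then luminescence.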
ELG1 genotox: genotoxicity induction in ELG1-luciferase HEK293T cells | HEK293T ELG1-luciferase reporter, luminescence, 16 h | Potency, µM (highest dose often 46 µM), for the others: at the highest dose activity change, positive = activation, usual class: activators | hit rate 1.3% among 330,000; further: potency means the concentration at half of the fitted maximal effect; % of control where 0% means no effect; nearly all actives have a fitted effect of over 60% in size
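Luminescence read-out: rising ELG1-luciferase signal, reflecting elevated ELG1 protein under genetic stress, flags genotoxic compounds. Cells were treated for 16 hr at 37 °C before ONE-Glo detection.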
Gal4-VP16 FLuc: counter-screen for ROR gamma inhibitors: Gal4-VP16 reporter. Drosophila S2 Gal4-VP16 UAS-luciferase, luminescence, 20 h. Potency, µM (titrated, usually from 53.6 µM), for the others: top-dose activity, negative = inhibition, hits mostly inhibitors. hit rate 3.5% among 310,000. AID 2546;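 further: Gal4-VP16 expression switched on by copper sulfate through the metallothionein promoter; potency means the concentration at half of the fitted maximal effect; on the % scale 0 is the no-effect control and ±100 the full control effect; nearly all actives have a fitted effect of over 50% in size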
Tb PFK inh: inhibitors of T. brucei phosphofructokinase; Potency, µM (series often up to 57.5 µM), inactives show at the highest dose activity, negative = inhibition, hits mostly inhibitors; O15648; T. brucei PFK, ADP-Glo luminescence; hit rate 0.17% among 330,000; AID 485367;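 further: potency means the concentration at half of the fitted maximal effect; 0% = uninhibited 1x PFK enzyme wells and -100% = no-enzyme wells; nearly all actives have a fitted effect of over 60% in size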
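PFK 1.25 nM, F6P 0.5 mM, ATP 0.1 mM, 0.1 M TEA pH 8.0, 5 mM MgCl2, 0.01% Tween20, 0.1% BSA; 45 min RT. ADP-Glo readout. qHTS titration up to 57 uM; curves fitted, compounds curve-classed.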
KCNH2 3.1 inh: inhibitors of human KCNH2 3.1 potassium channel isoform; U2OS KCNH2 3.1, thallium flux FluxOr; stronger effect = lower value; activity change, % (tested at about 1.8 µM); hit rate 0.95% among 340,000;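 active means maximum activity change below -70%; inconclusive means maximum activity change from -70% to -50%; inactive means maximum activity change above -50%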;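 further: thallium influx rate constant from kinetic fluorescence after stimulation buffer; on the % scale 0 is the no-effect control and ±100 the full control effect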
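Thallium flux read-out: FluxOr dye with Red40 quencher in HBSS/HEPES, 45 min at RT. Rate constants from kinetic reads were normalized to positive and negative DMSO controls. Cells: U2OS virally expressing the 3.1 isoform.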
Coupling enz: inhibits coupling enzyme system, counter-screen for aldolase hits; hit rate 0.67% among 290,000; coupling enzyme system counterscreen, AmpLite Red fluorescence; AID 2472; activity change, negative = inhibition, % at 58.2 µM, hits read low; in the data active means activity change below about -30%; further: on the % scale 0 is the no-effect control and ±100 the full control effect
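Compounds tested against the coupling enzymes alone at 57.5 uM final; readout was AmpLite Red fluorescence (525/598 nm) after 20 min at RT.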
uPA generation: inhibitors of cell surface uPA generation; AID 540303; Potency, µM (doses to about 38.3 µM), without a hit: top-dose activity change, negative = inhibition, most hits filed as inhibitors; hit rate 0.31% among 330,000; cell surface uPA generation assay, qHTS; active means well fitted inhibition curve with a large enough effect; inconclusive means small, poorly fitted or top-dose-only effect; inactive means no such curve, though single readings can be large or run the other way; tested in mouse RAW 264.7 cells; further: potency means the concentration at half of the fitted maximal effect; on the % scale 0 is the no-effect control and ±100 the full control effect; nearly all actives have a fitted effect of over 55% in size
FLuc counter: counter-screen for miR-21 project: firefly luciferase inhibitors or activators. P08659. purified FLuc, Km substrates, luminescence inhibition. Potency, µM (highest dose often 57.5 µM), for inactives: at the top dose activity change, negative = inhibition, most hits filed as inhibitors. hit rate 6.9% among 360,000. AID 588342;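 further: potency means the concentration at half of the fitted maximal effect; plate controls were vehicle for no effect and reference inhibitor for full effect; nearly all actives have a fitted effect of over 55% in size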
Target sequence (P08659 whole entry, looked up): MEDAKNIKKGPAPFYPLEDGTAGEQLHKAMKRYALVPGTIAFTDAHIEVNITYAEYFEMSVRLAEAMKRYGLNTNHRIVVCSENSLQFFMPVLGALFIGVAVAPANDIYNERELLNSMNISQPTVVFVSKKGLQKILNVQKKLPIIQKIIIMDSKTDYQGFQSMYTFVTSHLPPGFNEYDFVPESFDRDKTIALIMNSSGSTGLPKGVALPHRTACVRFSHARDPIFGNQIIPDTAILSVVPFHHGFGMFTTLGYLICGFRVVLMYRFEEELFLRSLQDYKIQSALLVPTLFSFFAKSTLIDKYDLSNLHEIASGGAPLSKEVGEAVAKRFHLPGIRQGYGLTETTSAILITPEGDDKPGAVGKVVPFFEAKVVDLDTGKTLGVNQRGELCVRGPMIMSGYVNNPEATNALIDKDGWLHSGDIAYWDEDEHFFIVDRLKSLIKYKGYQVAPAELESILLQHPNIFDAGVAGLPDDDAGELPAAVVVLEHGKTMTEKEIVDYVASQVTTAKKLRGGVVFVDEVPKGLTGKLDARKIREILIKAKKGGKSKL
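Purified P. pyralis luciferase, 10 nM final, with Km-level 10 uM D-luciferin and 10 uM ATP in 50 mM Tris acetate pH 7.5, 10 mM Mg acetate, 0.01% Tween-20, 0.05% BSA; 6-point qHTS titration about 60 µM downward; luminescence read.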
Starred values were filed as active, the others as inactive; ? = inconclusive; . = not tested or not shown; [ ] = remark or other dose. Unless noted, the call rests on the fitted dose curve; in most records, active means well fitted curve in the direction sought with a large enough effect; inconclusive means small, poorly fitted or top-dose-only effect, or another doubt; inactive means no such curve, though single readings can be large; an effect the other way counts as inactive or inconclusive. An unsorted share of the library; overall some 14% were active at least once.

1	Cc1ccc(CN2CC34C=CC(O3)C(C(=O)NCc3ccco3)C4C2=O)cc1 (stereo unspecified)
2	CC(=O)c1ccc(N2CCN(C(=S)Nc3ccccc3C(F)(F)F)CC2)cc1
3	O=C(COC(=O)C1CC2C=CC1C2)Nc1ccccc1[N+](=O)[O-] (stereo unspecified)
4	COc1ccc(CCC(=O)Nc2nc3ccccc3[nH]2)cc1
5	CCOC(=O)c1ccc(-n2[nH]c(-c3ccccc3)cc2=O)cc1
6	COc1ccc(/C(N)=N/OC(=O)c2cccc([N+](=O)[O-])c2C)cc1OC
7	COc1ccc(-n2c(=S)[nH]c3cc(C(=O)NCCCN4CCOCC4)ccc3c2=O)c(OC)c1
8	COc1ccc(S(=O)(=O)Cc2ccc(C(=O)NCCCN(C)c3ccccc3)o2)cc1
compound no.,1,2,3,4,5,6,7,8
NPC1 promoter act,-3%,-6%,.,3.5µM*,0%,2%,0%,1%
RORgamma inh,2%,0%,.,13%,?,-2%,-5%,?
ELG1 genotox,0%,-10%,3%,?,-10%,14%,3%,-2%
Gal4-VP16 FLuc,11%,23%,.,16%,5.6µM*,4%,-15%,0%
uPA generation,0%,-13%,1%,-1%,.,-8%,-1%,.
Coupling enz,4,0,.,4,3,3,-1,2
Rab9 promoter act,-4%,-13%,.,2.2µM*,-8%,18%,-4%,-4%
Tb PFK inh,3%,4%,-4%,3%,2%,1%,1%,-2%
Giardia killer,23,-4,-5,0,14,-13,6,-14
FLuc counter,4%,0%,.,?,?,?,-9%,0%
KCNH2 3.1 inh,-2,-6,-1,4,-3,2,1,-28

Sorted by formula weight (descending): 3 of the compounds above.
7	COc1ccc(-n2c(=S)[nH]c3cc(C(=O)NCCCN4CCOCC4)ccc3c2=O)c(OC)c1
5	CCOC(=O)c1ccc(-n2[nH]c(-c3ccccc3)cc2=O)cc1
4	COc1ccc(CCC(=O)Nc2nc3ccccc3[nH]2)cc1
compound no.,7,5,4
NPC1 promoter act,0%,0%,3.5µM*
RORgamma inh,-5%,?,13%
ELG1 genotox,3%,-10%,?
Gal4-VP16 FLuc,-15%,5.6µM*,16%
uPA generation,-1%,.,-1%
Coupling enz,-1,3,4
Rab9 promoter act,-4%,-8%,2.2µM*
Tb PFK inh,1%,2%,3%
Giardia killer,6,14,0
FLuc counter,-9%,?,?
KCNH2 3.1 inh,1,-3,4

Following part:
9	CN(C)c1nc(NCc2ccccc2)nc(N/N=C/c2ccc(Cl)cc2Cl)n1
10	Cc1c(C(=O)O)oc2ccc3c(c12)C(O)CC(C)(C)O3 (stereo unspecified)
11	COc1ccc2cc(C3C(C#N)=C(N)OC(C)=C3C(C)=O)c(Cl)nc2c1 (stereo unspecified)
12	Cc1cc(OC(=O)c2cc([N+](=O)[O-])ccc2Cl)c([N+](=O)[O-])c(=O)[nH]1
13	CC12CCC(=O)N1C(C(=O)Nc1nnc(SCc3ccc(F)cc3)s1)CS2 (stereo unspecified)
14	O=C(COC(=O)c1ccc[nH]c1=O)NC1CCCCCCC1
15	CCOC(=O)c1sc(SCC(=O)Nc2ccc(N(C)C)cc2)nc1N
16	COC(=O)N/N=C\c1cc(Br)ccc1OCc1ccccc1
compound no.,9,10,11,12,13,14,15,16
NPC1 promoter act,-2%,-3%,-4%,3%,0%,2%,-1%,6%
RORgamma inh,2.2µM*,4%,44%,-14%,-5%,4%,-44%,?
ELG1 genotox,-2%,0%,4%,0%,-6%,3%,13%,-1%
Gal4-VP16 FLuc,-13%,-5%,6%,0%,-7%,-18%,-25%,7%
uPA generation,3%,4%,3%,-7%,-29%,4%,?,-3%
Coupling enz,1,3,0,3,0,-1,-1,-4
Rab9 promoter act,-3%,0%,0%,-1%,0%,21%,-11%,-2%
Tb PFK inh,-2%,3%,-4%,-3%,-6%,1%,0%,3%
Giardia killer,-5,6,-1,9,9,-1,-8,-15
FLuc counter,-1%,2%,-3%,2%,-9%,-4%,6µM*,-15%
KCNH2 3.1 inh,-17,-10,24,7,1,-13,3,19

17	O=C(NCCc1c[nH]c2ccccc12)c1ccc2[nH]c(=O)c(=O)[nH]c2c1
18	NNC(=O)c1sc2cc(C(F)(F)F)cnc2c1-c1ccccn1
19	CCn1c(SCc2cccnc2)nc2c1c(=O)n(C)c(=O)n2C
20	COc1ccc(NC(=O)c2ccccc2NC(=O)c2ccco2)c(OC)c1
21	COc1ccc(-n2nc(C(=O)N3CCCCC3)c(C)c(C#N)c2=O)cc1
22	O=[N+]([O-])C1=CC=C2C(=NC3(CCCCC3)N2O)C1=NCCO
23	COC(=O)Nc1nc(Sc2ncc(C(F)(F)F)cc2Cl)n[nH]1
24	Cc1cc(C)c2cc(C(=O)Nc3ccc4c(c3)OCO4)[nH]c2c1
compound no.,17,18,19,20,21,22,23,24
NPC1 promoter act,0%,4%,-1%,8%,-1%,-3%,-3%,2%
RORgamma inh,16%,-26%,7%,29%,0%,?,-11%,-40%
ELG1 genotox,1%,3%,-1%,-7%,-5%,1%,1%,0%
Gal4-VP16 FLuc,4%,1%,-7%,-5%,-3%,-2%,-10%,?
uPA generation,2%,-6%,.,-11%,3%,-5%,-3%,-6%
Coupling enz,2,-1,3,1,-15,-53*,0,-19
Rab9 promoter act,3%,-1%,-5%,3%,2%,-1%,0%,12%
Tb PFK inh,?,-9%,-3%,-8%,-1%,0%,-7%,1%
Giardia killer,-2,-11,0,0,-4,-1,1,-14
FLuc counter,-3%,-2%,0%,19µM*,3%,-20%,3%,?
KCNH2 3.1 inh,-3,-7,-12,-43,-8,6,.,23

25	Cc1cc(C(=O)Nc2ccccc2C(=O)O)ccc1NC(=O)COc1cccc(C)c1C
26	COc1cc(SC)ccc1C(=O)N1CCN(Cc2ccccc2)CC1
27	NC1=NC2(CCCCC2)N(c2ccc(F)cc2F)C(N)=N1
28	Cc1ccc2c(c1)c1c(n2CC(O)Cn2c(C)nc3ccccc32)/C(=N\O)CCC1 (stereo unspecified)
29	O=C(NC(=O)c1cc(OCC(F)(F)F)ccc1OCC(F)(F)F)Nc1ccccc1
30	Cc1ccc(NC(=O)c2nnn(CC(=O)Nc3ccccc3)c2N)cc1C
31	CNC(CC(=O)c1ccc([N+](=O)[O-])cc1)C(Cl)(Cl)Cl (stereo unspecified)
32	O=S(=O)(c1ccccc1)N1CCCC1c1cccs1 (stereo unspecified)
compound no.,25,26,27,28,29,30,31,32
NPC1 promoter act,16%,-9%,-1%,0%,-1%,2%,-5%,-4%
RORgamma inh,1%,5%,-3%,-7%,20%,-36%,?,19%
ELG1 genotox,29%,-9%,-1%,7%,-4%,22%,-8%,-8%
Gal4-VP16 FLuc,0%,7%,-5%,-4%[0.365 µM],-22%,-10%,13µM*,6%
uPA generation,3%,8%,1%,8%,24%,-1%,-3%,-1%
Coupling enz,.,2,1,-1,-6,4,-7,-1
Rab9 promoter act,14%,-1%,-6%,-3%,-1%,14%,-14%,-9%
Tb PFK inh,0%,-1%,-3%,0%,2%,0%,-1%,4%
Giardia killer,37[activator],11,10,2,?,3,3,-11
FLuc counter,6µM*,0%,0%,0%,-20%,2%,?,0%
KCNH2 3.1 inh,2,12,-2,-1,-26,11,6,-15

33	O=C(COC(=O)c1ccc(S(=O)(=O)N2CCOCC2)cc1)NC1CCCCCCC1
34	O=C1CCC/C(=N/NC(=O)c2cc(NS(=O)(=O)c3cccs3)cc(NS(=O)(=O)c3cccs3)c2)C1
35	N/C(Cc1cccc2ccccc12)=N\OC(=O)c1ccc(Br)o1
36	COc1cnc(-c2ccccn2)nc1Oc1ccc(C(C)(C)C)cc1
37	COc1ccc(C2N(C(=O)C(F)(F)F)C(C)CN2S(=O)(=O)c2ccc(C)cc2)cc1 (stereo unspecified)
38	O=C(OCC(=O)N1CCc2ccccc21)c1cccnc1Cl
39	CC(C)=NNc1nc2c(c(=O)[nH]c(=O)n2C)n1CCc1ccccc1
40	O=C(CNC(=O)c1ccccc1Br)NCCSc1ccc(Br)cc1
compound no.,33,34,35,36,37,38,39,40
NPC1 promoter act,-2%,-6%,-6%,-1%,-2%,18%,0%,-3%
RORgamma inh,-3%,16%,-4%,5.6µM*,-15%,3%,-12%,.
ELG1 genotox,-1%,1%,3%,-8%,-6%,?,-2%,1%
Gal4-VP16 FLuc,2%,2%,9%,13µM*,3%,1%,-4%,.
uPA generation,1%,-2%,.,-2%,4%,.,0%,?
Coupling enz,0,0,-4,-1,-2,-1,2,.
Rab9 promoter act,0%,-16%,-4%,-8%,0%,5%,0%,-5%
Tb PFK inh,1%,?,-7%,-5%,-7%,-2%,0%,-4%
Giardia killer,-8,18,.,-5,10,-3,1,14
FLuc counter,0%,0%,-14%,0%,4%,11µM*,-17%,3%
KCNH2 3.1 inh,-5,9,.,21,-15,3,-12,10

From PubChem
